PrPC TRFRET: inhibitors of human cell surface prion protein PrPC, primary screen, cell-based, TR-FRET. Major prion protein (Homo sapiens), P04156. TR-FRET read-out. inhibition, % at 13.8 µM. 0.43% of 370,000 active. AID 720596, 2013; in the data active = inhibition above about 24%; also: 0% = median of the test wells and 100% = reference compound wells
Anthrax LF prot: Bacillus anthracis LF protease inhibitors, primary screen, biochemical, multiplex microsphere, MLPCN library; Lethal factor (Bacillus anthracis), P15917; multiplex microsphere protease cleavage assay; inhibition, % at 10 µM; 0.12% of 360,000 active; also: plate controls were buffer without enzyme for full effect and enzyme alone for no effect
BoNT F protease: BoNT/F light chain protease inhibitors, primary screen, biochemical, flow cytometry, MLPCN library | Botulinum neurotoxin type F light chain protease (Clostridium botulinum) | Multiplex microsphere protease cleavage assay | inhibition, % at 10 µM | 0.22% of 360,000 active | AID 588497, 2011; in the data active = inhibition above about 35%, passing the limit was not always enough; inconclusive = no clear call, values can overlap the other calls; also: plate controls were buffer without enzyme for full effect and enzyme alone for no effect
Yp Topo-I inh: Yersinia pestis topoisomerase I inhibitors, primary screen, biochemical, cleavage product accumulation, plate reader, single point. Y. pestis Topo-I cleavage product accumulation. activity, % at 10 µM. 0.064% of 360,000 active. AID 504884, 2011; in the data active = activity above about 50%, passing the limit was not always enough; inconclusive = no clear call, values can overlap the other calls; also: inactives centre near 2
CCHFV vOTU inh: CCHFV vOTU protease inhibitors, primary screen, biochemical, Pep-AMC substrate, fluorescence. 0.55% of 370,000 active. AID 651958, 2012. inhibition, % at 11.5 µM. Crimean-Congo hemorrhagic fever virus L polyprotein viral ovarian tumor (vOTU) protease …; in the data active = inhibition above about 30%; also: 0% = vehicle wells with enzyme and 100% = no enzyme wells
BoNT-A LC inh2: BoNT/A light chain protease inhibitors, primary screen, biochemical, flow cytometry, MLPCN library | Botulinum neurotoxin type A light chain protease (Clostridium botulinum A str. ATCC 3502) | multiplex microsphere protease substrate cleavage | inhibition, % at 10 µM | 0.17% of 360,000 active | AID 588499, 2011; also: plate controls were buffer without enzyme for full effect and enzyme alone for no effect
PfHsp40 yeast: rescue of yeast from PfHsp40 toxicity, primary screen, S. cerevisiae, ATP luminescence. S. cerevisiae expressing PfHsp40, growth rescue. growth rescue, % at 12.5 µM. 0.68% of 340,000 active. AID 504582, 2011; in the data active = growth rescue above about 28%, passing the limit was not always enough; inconclusive = no clear call, values can overlap the other calls;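 also: yeast W303a lacking pdr1 and pdr3 grown in galactose medium; growth measured after three days at 30 °C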
TcdB GH inh: TcdB glycohydrolase inhibitors, primary screen, biochemical, single point, plate reader; TcdB glycohydrolase enzymatic assay; inhibition, % at 9.99 µM; 0.24% of 350,000 active; in the data active = inhibition above about 10%
Target sequence (P18177 whole entry, looked up): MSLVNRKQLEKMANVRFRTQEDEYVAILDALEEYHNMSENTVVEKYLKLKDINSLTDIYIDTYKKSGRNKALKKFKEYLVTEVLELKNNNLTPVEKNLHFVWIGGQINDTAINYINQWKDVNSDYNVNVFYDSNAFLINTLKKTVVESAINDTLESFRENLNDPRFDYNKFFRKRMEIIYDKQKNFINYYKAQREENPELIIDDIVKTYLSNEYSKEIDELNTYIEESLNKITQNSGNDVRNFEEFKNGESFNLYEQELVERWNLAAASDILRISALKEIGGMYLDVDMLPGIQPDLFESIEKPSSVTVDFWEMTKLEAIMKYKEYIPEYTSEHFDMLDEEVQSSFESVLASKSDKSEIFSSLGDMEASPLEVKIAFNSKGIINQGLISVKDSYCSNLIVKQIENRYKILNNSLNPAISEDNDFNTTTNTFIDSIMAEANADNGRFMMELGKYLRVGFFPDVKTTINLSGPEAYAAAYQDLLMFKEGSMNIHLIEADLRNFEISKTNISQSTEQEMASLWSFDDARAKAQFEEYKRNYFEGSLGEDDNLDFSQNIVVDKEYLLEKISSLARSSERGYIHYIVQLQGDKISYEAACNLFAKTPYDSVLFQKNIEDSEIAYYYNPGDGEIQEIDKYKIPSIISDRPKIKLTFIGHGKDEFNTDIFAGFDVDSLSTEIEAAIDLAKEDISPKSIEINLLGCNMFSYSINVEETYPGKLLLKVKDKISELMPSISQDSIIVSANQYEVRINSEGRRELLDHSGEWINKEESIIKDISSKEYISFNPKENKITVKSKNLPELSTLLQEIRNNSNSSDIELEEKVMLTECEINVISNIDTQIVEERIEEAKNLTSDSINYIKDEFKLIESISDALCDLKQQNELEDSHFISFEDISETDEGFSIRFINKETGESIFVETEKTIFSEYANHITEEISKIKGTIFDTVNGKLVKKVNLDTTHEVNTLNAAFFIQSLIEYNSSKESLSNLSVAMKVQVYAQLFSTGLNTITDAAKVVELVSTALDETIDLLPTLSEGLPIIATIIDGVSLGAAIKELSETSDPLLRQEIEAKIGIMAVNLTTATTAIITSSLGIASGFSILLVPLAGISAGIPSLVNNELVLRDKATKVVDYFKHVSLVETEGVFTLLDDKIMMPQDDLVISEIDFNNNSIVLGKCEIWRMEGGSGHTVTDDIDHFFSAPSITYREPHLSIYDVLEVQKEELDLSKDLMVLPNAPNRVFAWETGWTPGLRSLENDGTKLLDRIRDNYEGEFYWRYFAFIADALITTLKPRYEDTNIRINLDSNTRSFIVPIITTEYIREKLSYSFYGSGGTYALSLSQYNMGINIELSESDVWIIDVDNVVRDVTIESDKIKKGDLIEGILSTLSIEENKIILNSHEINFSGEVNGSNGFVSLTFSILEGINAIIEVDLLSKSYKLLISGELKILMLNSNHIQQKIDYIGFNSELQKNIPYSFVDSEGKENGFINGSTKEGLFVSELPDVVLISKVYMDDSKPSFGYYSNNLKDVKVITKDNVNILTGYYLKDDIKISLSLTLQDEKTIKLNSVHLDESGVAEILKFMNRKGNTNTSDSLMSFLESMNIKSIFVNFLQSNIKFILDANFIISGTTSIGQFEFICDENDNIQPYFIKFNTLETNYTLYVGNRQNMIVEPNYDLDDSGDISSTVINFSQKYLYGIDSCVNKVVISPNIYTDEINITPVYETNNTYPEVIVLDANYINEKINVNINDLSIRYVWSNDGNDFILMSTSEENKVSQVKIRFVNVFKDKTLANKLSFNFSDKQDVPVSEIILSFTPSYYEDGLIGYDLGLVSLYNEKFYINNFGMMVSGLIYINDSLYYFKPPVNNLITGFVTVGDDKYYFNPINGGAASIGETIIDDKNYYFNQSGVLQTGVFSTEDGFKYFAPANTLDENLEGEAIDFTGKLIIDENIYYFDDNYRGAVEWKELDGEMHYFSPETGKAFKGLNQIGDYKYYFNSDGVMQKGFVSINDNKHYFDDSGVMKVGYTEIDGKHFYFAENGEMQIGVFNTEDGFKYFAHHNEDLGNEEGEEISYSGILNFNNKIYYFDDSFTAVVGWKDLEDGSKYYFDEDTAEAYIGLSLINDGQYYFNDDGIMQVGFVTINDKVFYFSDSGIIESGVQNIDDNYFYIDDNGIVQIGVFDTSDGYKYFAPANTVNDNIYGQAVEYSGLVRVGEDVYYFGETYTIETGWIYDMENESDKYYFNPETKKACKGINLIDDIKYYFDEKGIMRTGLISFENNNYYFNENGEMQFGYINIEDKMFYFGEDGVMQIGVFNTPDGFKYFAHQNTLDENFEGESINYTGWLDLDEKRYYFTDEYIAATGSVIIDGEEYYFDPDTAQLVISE
FadD28 binding: inhibitors of FadD28 bisubstrate probe binding, primary screen, biochemical, fluorescence polarization, single point | Mycobacterium tuberculosis FadD28 fatty-acid-AMP ligase | 0.22% of 360,000 active | inhibition, % at 12.5 µM; in the data active = inhibition above about 8.5%, passing the limit was not always enough; inconclusive = no clear call, values can overlap the other calls
* hit, by the source's call; ? = inconclusive; . = no result given. Rule as the data show it, unless noted: active = inhibition above about 30%; inconclusive = no clear call, values can overlap the other calls; inactive = below that. Outcome played no part in choosing rows. About 2.3% of those tested had a hit in this group.

SMILES	PrPC TRFRET	Anthrax LF prot	BoNT F protease	Yp Topo-I inh	CCHFV vOTU inh	BoNT-A LC inh2	PfHsp40 yeast	TcdB GH inh	FadD28 binding
CC1CCCC(C)N1S(=O)(=O)c1ccc(NC(=O)CCN2C(=O)C3CC=CCC3C2=O)cc1 (stereo not given)	2	3	-5	14	-3	-6.1	-0.4	0.1	-2.4
Cc1ccc(C(=O)COC(=O)C2CC3CCCC(C2)C3=O)cc1[N+](=O)[O-] (stereo not given)	-6	2	-5	15	4	0.2	2.9	1.2	-0.4
CC(N)Cc1c[nH]c2c1ccc1ccccc12 (stereo not given)	0	-11	-35	-1	-15	-8.1	-0.3	0.2	-0.1
COc1ccc(-c2noc(CCc3ccccc3)n2)cc1	1	2	-1	26	6	0.1	5.3	-0.9	-3.9
COCCOC(=O)c1sc2nc[nH]c(=O)c2c1C	0	0	0	-5	-7	0.5	-0.4	0.4	0.1
COC(=O)c1ccccc1NC(=O)CCS(=O)(=O)c1cc2c(cc1C)NC(=O)CO2	-2	-15	-4	-7	13	-0.7	-0.3	7.3	-0.5
Cc1ccc(C(=O)C(C)OC(=O)c2n[nH]c(=O)c3ccccc23)cc1 (stereo not given)	-2	-3	4	23	18	-0.7	-0.2	.	-2.2
CCCc1ccc(C2C3=C(CC(C)(C)CC3=O)NC3=C2C(=O)c2ccccc23)cc1 (stereo not given)	6	-11	-35	-10	14	-1.0	-0.2	-10	-0.6
Cn1cnnc1SCC(=O)c1ccc(O)c(O)c1	-7	-9	6	3	14	-0.2	-0.3	-2.1	-2.8
CCOc1ccc(C(C)=O)cc1CSc1nnc(N)s1	-2	-1	-2	9	2	-0.3	-0.3	0.1	-1.7

Ten of these compounds in another layout.
smiles | PrPC TRFRET | Anthrax LF prot | BoNT F protease | Yp Topo-I inh | CCHFV vOTU inh | BoNT-A LC inh2 | PfHsp40 yeast | TcdB GH inh | FadD28 binding
CC1CCCC(C)N1S(=O)(=O)c1ccc(NC(=O)CCN2C(=O)C3CC=CCC3C2=O)cc1 (stereo not given) | 2 | 3 | -5 | 14 | -3 | -6.1 | -0.4 | 0.1 | -2.4
Cc1ccc(C(=O)COC(=O)C2CC3CCCC(C2)C3=O)cc1[N+](=O)[O-] (stereo not given) | -6 | 2 | -5 | 15 | 4 | 0.2 | 2.9 | 1.2 | -0.4
CC(N)Cc1c[nH]c2c1ccc1ccccc12 (stereo not given) | 0 | -11 | -35 | -1 | -15 | -8.1 | -0.3 | 0.2 | -0.1
COc1ccc(-c2noc(CCc3ccccc3)n2)cc1 | 1 | 2 | -1 | 26 | 6 | 0.1 | 5.3 | -0.9 | -3.9
COCCOC(=O)c1sc2nc[nH]c(=O)c2c1C | 0 | 0 | 0 | -5 | -7 | 0.5 | -0.4 | 0.4 | 0.1
COC(=O)c1ccccc1NC(=O)CCS(=O)(=O)c1cc2c(cc1C)NC(=O)CO2 | -2 | -15 | -4 | -7 | 13 | -0.7 | -0.3 | 7.3 | -0.5
Cc1ccc(C(=O)C(C)OC(=O)c2n[nH]c(=O)c3ccccc23)cc1 (stereo not given) | -2 | -3 | 4 | 23 | 18 | -0.7 | -0.2 | . | -2.2
CCCc1ccc(C2C3=C(CC(C)(C)CC3=O)NC3=C2C(=O)c2ccccc23)cc1 (stereo not given) | 6 | -11 | -35 | -10 | 14 | -1.0 | -0.2 | -10 | -0.6
Cn1cnnc1SCC(=O)c1ccc(O)c(O)c1 | -7 | -9 | 6 | 3 | 14 | -0.2 | -0.3 | -2.1 | -2.8
CCOc1ccc(C(C)=O)cc1CSc1nnc(N)s1 | -2 | -1 | -2 | 9 | 2 | -0.3 | -0.3 | 0.1 | -1.7

The list goes on:
SMILES	PrPC TRFRET	Anthrax LF prot	BoNT F protease	Yp Topo-I inh	CCHFV vOTU inh	BoNT-A LC inh2	PfHsp40 yeast	TcdB GH inh	FadD28 binding
CN1C(=O)C2(C(C#N)=C(N)N(c3cc(Cl)cc(Cl)c3)C3=C2C(=O)CC(C)(C)C3)c2ccccc21 (stereo not given)	-4	11	-8	7	-1	-0.5	-1.0	.	0.5
C=CCNC(=O)CN1CCC(NC(=O)c2ccco2)CC1	0	-2	0	-1	2	0.2	-0.4	0.5	-0.8
Cc1cc(C)nc(SCC(=O)Nc2nccs2)n1	5	3	14	0	-10	2.8	-0.8	-0.3	0.4
COCCn1c(=O)[nH]c2cc(C(=O)N3CCN(c4ccccc4OC)CC3)ccc2c1=O	-5	-5	-12	-4	-6	-1.4	-1.9	.	-1.6
COc1ccc(C(=O)/C=C/N(C)C)cc1	4	-8	-6	2	-1	-1.0	-1.7	.	-5.6
O=C(NCc1ccco1)c1ccccc1-c1ccccc1	-3	-4	3	-2	-3	0.6	-1.2	.	-0.5
CC(=O)Nc1ccc2c(COC(=O)CC3Sc4ccccc4NC3=O)cc(=O)oc2c1 (stereo not given)	5	-2	-5	6	3	-1.0	0.0	-0.2	-3.6
O=C(COC(=O)[C@H](Cc1ccccc1)NC(=O)c1cccs1)Nc1cc(F)ccc1F	0	3	2	11	17	0.4	1.7	0.9	-1.5
Cc1ccccc1CN1CCN(S(=O)(=O)c2cccs2)CC1	1	-3	-2	-2	2	0.4	-0.1	-0.4	-2.0
CCCOC(=O)c1ccc(Oc2cn[nH]c2-c2ccc(OC)cc2O)cc1	-4	-2	-3	7	21	-0.4	24	.	-6.9
Cc1nn(Cc2ccc(Cl)cc2)c(C)c1NC(=O)c1noc2c1CCCCC2	.	-2	-6	1	.	0.2	1.0	2.5	-2.6
O=C(Nc1nc2ccccc2[nH]1)C12CC3CC(CC(C3)C1)C2	13	1	-20	-7	10	0.2	-0.2	.	-4.0
Cc1ccc(N2C(=O)c3ccccc3C(C)(C)C2=O)cc1	1	-14	?	-1	-9	-6.0	9.2	-0.3	-0.6
O=C(C(=NNc1ccccc1)c1ccccc1)c1ccccc1	-4	2	-8	0	0	-0.8	2.3	-0.6	.
CC(C)Sc1nc2ccc(Br)cc2[nH]1	1	2	4	-7	3	1.4	-0.6	1.5	1.7
COc1cc2c(cc1OC)C(C)N(C(=O)CCN1C(=O)C3C4C=CC(C4)C3C1=O)CC2 (stereo not given)	-2	-5	17	-7	1	-0.2	0.3	.	-2.1
COCCCNc1nc(SCc2ccccc2)nc2sc3c(c12)CCC3	4	-7	-10	-4	1	1.4	-1.7	.	-3.2
N#Cc1ccc(OCC(=O)N2CCN(C(=O)c3ccco3)CC2)cc1	-4	-3	-3	8	-11	-0.6	0.0	0.6	-0.7
O=S(=O)(c1ccccc1)n1ccc2ccccc21	4	0	1	-4	3	1.4	5.0	.	-1.6
CCn1cc(Br)c(C(=O)Nc2cccc(Cl)c2)n1	9	-13	-12	-6	-5	-1.4	0.0	-0.5	-2.8
CCOc1ccc(N/C=C/C(=O)c2ccccc2)c([N+](=O)[O-])c1	-12	-4	-5	-6	-14	-1.0	-1.3	0.3	-1.3
CN(C)c1ncnc2c1NC1=C(S2)C(=NCCCC(=O)O)CC(C)(C)C1	-7	-6	-5	-13	14	0.1	1.1	.	-2.3
Nc1nnc(SCc2ccccc2Cl)s1	.	5	?	5	.	2.3	-1.0	.	-3.4
N=c1ccn(Cc2c(Cl)cccc2Cl)cc1	-1	-1	?	1	-7	3.8	0.6	-2.5	-0.9
COc1ccc(NC(=O)[C@@H]2CC=C[C@@H]3CCN(C4CCCCC4)C(=O)[C@@H]32)cc1	4	-8	1	-3	-2	0.5	1.9	.	0.1
COC(=O)N/N=C\c1cc2c(cc1Br)OCO2	-1	3	-1	-1	-8	0.4	-1.9	2.6	-0.9
CCOC(=O)c1ccc(Nc2nc(C)cc(C)n2)cc1	-4	-5	-10	6	-3	4.1	0.3	0.4	-3.0
COC(=O)c1c(N)c(C#N)c(C)n1-c1ccccc1	-12	2	-1	-2	0	0.7	-0.4	.	-1.9
CC(C(=O)O)c1ccc(N2Cc3ccccc3C2=O)cc1 (stereo not given)	4	-7	-1	4	2	0.0	15	0.8	0.0
CCC/C(C)=N\Nc1nc2c(c(=O)n(C)c(=O)n2C)n1C	3	?	46*	-11	-2	0.6	0.1	-0.9	-4.9
CCN1CCN(CCCNC(=O)CNC(=O)c2nn(-c3ccc(OC)cc3OC)c(=O)c3ccccc23)CC1	-11	-5	21	-3	18	1.1	0.0	-9.6	-3.2
COc1ccccc1OCCOCCN1CCCC1	-6	-26	?	-2	-6	6.2	0.3	-1.9	-4.9
Cc1ccc(-c2nc3ccccc3c(=O)n2-c2ncccc2C)cc1	-1	-6	2	3	-4	-0.1	-1.8	1.1	-1.7
Cc1cccc(NC2=NCC(=O)N2CCc2ccccc2)c1	-1	-7	-30	-3	9	-0.7	0.9	.	-1.9
COc1ccc(C(O)P(=O)(O)CCc2ccccc2)cc1 (stereo not given)	4	3	11	0	-15	0.6	-1.1	.	-2.5
Nc1ccccc1SCc1ccccc1Cl	-8	-4	-3	-3	8	0.0	-0.7	-0.3	2.0
CCC(C)N(C(=O)COC(=O)c1[nH]c(C)c(C(C)=O)c1C)C1CCS(=O)(=O)C1 (stereo not given)	-5	1	26	-2	14	1.4	0.8	.	-0.1
Cc1ccc2c(c1)N(C(=O)CCC(=O)NCCCN1CC(C)CC(C)C1)CCO2 (stereo not given)	0	-6	4	-5	0	0.9	0.4	0.7	0.7
Cc1cc(C)n2cc(CSc3nnnn3-c3ccccc3)nc2n1	6	-17	-20	-5	7	-0.3	0.0	.	0.5
CCOc1ccc(-c2nc(C)sc2CC(=O)O)cc1	-6	-1	6	-6	5	1.6	-0.7	1.9	0.1
O=C(NCCc1c[nH]c2ccccc12)c1ccc([N+](=O)[O-])cc1	-31	-1	-2	-4	-2	-1.1	0.5	0.3	-0.7
CC(C)C(NC(=O)c1cccs1)C(=O)NC1CCCCC1 (stereo not given)	2	1	-3	6	11	-0.6	0.2	2.5	-2.7
CC(=O)c1cc2c(cc1NC(=O)c1cc(C)nn1-c1ccccc1)OCO2	4	0	-2	-9	-9	0.4	-1.3	0.5	-1.7
CC12CCC(=O)N1C(C(=O)OCC(=O)Nc1cccc(S(=O)(=O)N3CCCCCC3)c1)CS2 (stereo not given)	-3	0	-2	20	4	0.6	-0.9	0.9	0.1
COc1ccccc1CNc1nc(C)c(C(C)=O)s1	12	0	2	2	6	1.1	0.5	0.1	-1.0
CCOc1ccc2nc(NCCNC(=O)Nc3cccc(C)c3)c(C#N)cc2c1	-8	2	-10	1	-28	5.3	1.1	.	-2.9
CCS(=O)(=O)c1ccc2oc(Nc3ccc(C(C)(C)C)cc3)nc2c1	6	6	-5	-3	30*	-0.1	1.9	12*	-2.9
COc1ccc(NC(=O)[C@H](Cc2c[nH]c3ccccc23)NC(=O)[C@@H]2Cc3ccccc3CN2)cc1	-3	-7	-16	15	2	-0.1	-0.1	0.2	-2.2
CC1=C(C)CC2C(C1)C(=O)c1ccc(Br)cc1S2(=O)=O (stereo not given)	2	-8	-2	19	3	0.3	19	0.4	-3.9
COc1ccc(C)cc1NC(=O)C(OC(=O)C1CC1)c1ccccc1 (stereo not given)	7	0	-3	-4	8	-0.2	-1.2	-1.1	0.2
Cc1nnc(SCC(=O)c2ccc(C(C)C)cc2)s1	-1	-3	-10	45	-14	-1.0	-0.6	1.2	-0.5
NC(=O)N/N=C/c1ccccc1OCC(=O)NCc1ccccc1	-5	0	-6	-9	4	0.0	-0.1	.	-1.7
